High-throughput results deposited in PubChem BioAssay by several laboratories.
RPL19A-GFP yeast – yeast TOR pathway RPL19A-GFP modulation | S. cerevisiae RPL19A-GFP strain, flow cytometry, 3 h; hits give low values | percent response vs DMSO, % at 10 µM | 0.3% of 330,000 active;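 active = percent response vs DMSO below 50%; inconclusive = fewer than 70 events counted for the yeast strain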;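 note: median channel GFP fluorescence of the barcoded RPL19A-GFP strain; ratio of sample median GFP to plate DMSO average so 100% = DMSO; lower means less RPL19A-GFP as with rapamycin TOR inhibition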
AGP1-GFP MLPCN – yeast TOR pathway AGP1-GFP modulation. AID 2066. GFP response vs DMSO, % at 10 µM. 0.02% of 320,000 active. S. cerevisiae AGP1-GFP multiplex flow cytometry, 3 h; GFP as percent of DMSO wells;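 active = GFP response relative to DMSO above a set limit, near screen average plus 3 SD, cut at about 150% in these data; inconclusive = fewer than 70 cells counted for the yeast strain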;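 note: median GFP channel fluorescence of the gated AGP1 strain per well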
CIT2-GFP yeast – alters CIT2-GFP fluorescence in TOR pathway yeast screen | GFP response vs DMSO, % at 10 µM | AID 2029 | S. cerevisiae CIT2-GFP strain, flow cytometry, 3 h; 100 means same as DMSO wells | 0.065% of 320,000 active;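 active = GFP response relative to DMSO above a set limit, near the screen mean plus 3 SD, cut at about 150% in these data; inconclusive = Fewer than 70 cells measured for a yeast strain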;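 note: ratio of well median GFP fluorescence to mean of DMSO wells on the plate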
MEP2 TOR yeast – alters MEP2-GFP fluorescence in TOR pathway yeast screen; S. cerevisiae MEP2-GFP strain, flow cytometry GFP, 3 h; 100% = DMSO control level; GFP response vs DMSO, % at 10 µM; 0.51% of 330,000 active; AID 2016;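 active = GFP response versus DMSO above a set limit, roughly screen mean plus 3 SD, cut at about 180% in these data; inconclusive = fewer than 70 cells counted for a yeast strain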;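 note: median GFP fluorescence of the barcode-gated MEP2-GFP cells per well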
Yeast superoxide – yeast age-related superoxide inhibition as caloric restriction mimetic. AID 2690. S. cerevisiae aged cells, superoxide DHE fluorescence; hits give low values. superoxide response (% of plate mean), % at 10 µM. 0.18% of 330,000 active;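 active = superoxide response under a set limit, about three screen SD below normal, cut at about 65% in these data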;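 note: yeast aged for seven days with compound at 30 °C before DHE staining; 100% = average MFI of all compound-treated wells on the plate with controls excluded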
LAP4-GFP MLPCN – yeast TOR pathway LAP4-GFP modulation; 0.34% of 320,000 active; GFP response vs DMSO, % at 10 µM; S. cerevisiae LAP4-GFP multiplex, flow cytometry GFP, 3 h; median GFP as percent of DMSO wells; AID 2023;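 active = GFP response vs DMSO above a set limit, about the screen mean plus 3 SD, cut at about 150% in these data; inconclusive = under 70 cell events counted for the yeast strain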
Efflux pump mplx – blocks antifungal efflux pumps in multiplex yeast assay; 0.44% of 330,000 active; S. cerevisiae Candida pump triplex, Nile Red efflux; inhibition, % at 10 µM;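 active = plate passing quality check with inhibition over a set limit, or well fluorescence over plate mean plus 4 SD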;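 note: Nile Red retained in pooled yeast measured as flow cytometry median fluorescence; 0% = buffer negative control and 100% = Enniatin B positive control; higher means more Nile Red kept so more efflux inhibition; some compounds called inactive have numbers as strong as hits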
AHR activator – activates the human aryl hydrocarbon receptor. P35869. AHR-responsive luciferase reporter cells, luminescence. activation, % at 5 µM. 2.5% of 320,000 active; in the data active = activation above about 47%;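 note: 0% = vehicle wells and 100% = reference agonist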
Target sequence (P35869 whole entry, looked up): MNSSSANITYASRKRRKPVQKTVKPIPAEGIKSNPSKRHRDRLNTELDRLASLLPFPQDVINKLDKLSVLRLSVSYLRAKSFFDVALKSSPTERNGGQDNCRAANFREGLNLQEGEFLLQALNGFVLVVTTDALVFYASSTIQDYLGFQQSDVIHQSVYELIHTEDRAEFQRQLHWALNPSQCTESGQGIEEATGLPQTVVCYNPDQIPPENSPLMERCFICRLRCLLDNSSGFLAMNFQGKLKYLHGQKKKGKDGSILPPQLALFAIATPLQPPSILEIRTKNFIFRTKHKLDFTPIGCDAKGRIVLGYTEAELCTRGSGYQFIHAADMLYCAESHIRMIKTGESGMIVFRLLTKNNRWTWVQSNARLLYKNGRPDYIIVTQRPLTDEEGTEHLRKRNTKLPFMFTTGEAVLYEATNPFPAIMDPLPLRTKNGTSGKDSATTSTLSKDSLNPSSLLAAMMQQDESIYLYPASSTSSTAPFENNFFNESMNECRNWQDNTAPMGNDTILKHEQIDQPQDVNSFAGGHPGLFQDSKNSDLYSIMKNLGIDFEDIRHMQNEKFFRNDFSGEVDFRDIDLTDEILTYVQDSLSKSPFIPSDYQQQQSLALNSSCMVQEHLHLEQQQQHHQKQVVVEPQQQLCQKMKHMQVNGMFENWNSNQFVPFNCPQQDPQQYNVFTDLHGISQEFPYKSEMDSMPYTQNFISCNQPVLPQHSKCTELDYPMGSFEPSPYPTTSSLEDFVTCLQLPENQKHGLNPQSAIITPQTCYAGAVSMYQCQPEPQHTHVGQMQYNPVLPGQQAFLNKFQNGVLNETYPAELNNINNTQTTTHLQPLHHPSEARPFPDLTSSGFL
* marks the source's active call; other numbers are inactive results; u = inconclusive; x = no result given; [ ] = another dose, or the depositor's remark. Not a hit list; about 3.9% have a hit in one of these screens.

SMILES	RPL19A-GFP yeast	Efflux pump mplx	LAP4-GFP MLPCN	AGP1-GFP MLPCN	AHR activator	Yeast superoxide	MEP2 TOR yeast	CIT2-GFP yeast
NNC(=O)c1sc2nc(N3CCOCC3)c3c(c2c1N)CCCC3	98	-0.1	105	89	22	94	109	95
CC(Nc1nc(N2CCN(S(C)(=O)=O)CC2)nc2ccccc12)c1ccccc1 (stereo not drawn)	98	0.0	89	105	-3	101	98	106
CCOc1cc(/C=N/O)ccc1OCc1ccc(F)cc1	94	-0.6	85	83	27	106	90	82
CCC(=O)Nc1nnc(Cc2ccccc2)s1	100	0.0	102	100	4	94	103	101
Cc1ccc(NC(=O)CSc2nsc(SCC(=O)Nc3ccc(C)cc3C)c2C#N)c(C)c1	119	0.0	101	115	-2	110	117	107
COc1ccc(/C=N/NC(=O)/C(=C/c2ccccc2)CCO)cc1	106	0.1	100	102	13	118	106	102
COC(=O)c1cc(OC)c(OC)cc1NC(=S)Nc1cc(Cl)ccc1OC	100	0.0	107	96	9	104	108	101
CCOC(=O)C1(CC/C(C)=N\NC(N)=O)CC(C)(C)OC1=O (stereo not drawn)	101	0.0	97	97	1	104	96	92
O=C(CSc1ncc(C(=O)O)n1-c1ccc(F)cc1)NCc1ccc2c(c1)OCO2	98	0.0	99	97	-1	97	94	90
COc1ccc(S(=O)(=O)Nc2ccc(CC#N)cc2)cc1	81	-0.1	86	81	0	103	82	83
O=C(OCC(=O)N1CCN(S(=O)(=O)c2ccc(Cl)cc2)CC1)c1ccc([N+](=O)[O-])o1	99	0.1	93	101	4	105	98	89
COc1ccccc1NC(=O)CSc1nnc(-c2ccoc2C)o1	89	0.2	91	89	-2	107	95	79
Cc1cccc(C)c1N(CC(=O)Nc1cc(Cl)ccc1Oc1ccccc1)S(C)(=O)=O	94	0.0	96	95	-1	104	92	91
COc1ccccc1N=c1oc2cc(O)ccc2cc1C(=O)NCC1CCCO1 (stereo not drawn)	102	0.0	100	95	-15	106	100	96
Cc1ccc(NC(=S)N2CCc3[nH]c4ccccc4c3C2)cc1	104	0.0	109	103	1	95	111	91
COc1ccc(CCNC(=O)CSc2nnnn2C)cc1OC	97	0.1	98	98	0	103	99	92
COc1ccccc1N1CCN(c2nc3ccccn3c(=O)c2C=O)CC1	100	0.0	97	102	9	89	99	x
Cc1ccc(S(=O)(=O)/N=C(/Nc2ccc3[nH]c(=O)[nH]c3c2)c2ccccc2)cc1	104	0.0	96	103	7	90	106	103
CC(CCc1ccccc1)NC(=O)Cc1ccccc1 (stereo not drawn)	103	-0.1	94	101	3	95	101	108
O=S(=O)(Nc1nc2ccccc2nc1Nc1ccc2c(c1)OCCO2)c1cccs1	100	0.0	106	102	1	85	103	100
Cc1oc2c(c1C(=O)c1ccccc1)C(=O)C(=O)c1ccccc1-2	99	-0.1	137	84	64*	105	94	88
Cc1cc(-c2ccccc2)n2ncnc2n1	93	0.0	101	99	-1	84	94	89
CC1CCCCC1NC(=O)CCN1C(=O)C2C3C=CC(C3)C2C1=O (stereo not drawn)	102	0.1	101	111	-3	100	104	106
COc1ccccc1N(Cc1cc(=O)[nH]c2ccccc12)C(=O)c1ccccc1	93	0.0	103	93	1	100	104	85
COc1ccc(Cl)cc1NC(=S)N1CCN(c2ncccn2)CC1	99	0.1	106	99	1	104	107	100
OCCNc1ncnc2c1ncn2Cc1ccccc1	98	0.0	102	98	-1	108	102	103
Cc1c(Cl)cccc1NC(=S)N1CCC(C(N)=O)(N2CCCCC2)CC1	109	0.0	105	106	2	89	114	107
O=C(NC(=S)Nc1c(Cl)ccc2nsnc12)c1ccco1	100	-0.1	88	98	20	107	109	104
CCC1CCc2c(sc(NC(=O)C3c4ccccc4Oc4ccccc43)c2C(N)=O)C1 (stereo not drawn)	112	0.1	93	107	6	102	112	107
CCN(CC)S(=O)(=O)c1cccc(C(=O)N/N=C/c2ccc(OC)c(O)c2)c1	102	0.1	86	97	9	95	92	100
Fc1cccc(Cl)c1CSc1nnc(CNc2ccccc2)o1	104	0.1	99	89	3	81	103	93
CC(C)C(=O)Nc1cccc(C(=O)Nc2ccc(S(=O)(=O)N3CCOCC3)cc2)c1	102	-0.3	82	97	-1	113	108	103
Nc1ccc(NC(=O)CCN2CCOCC2)cc1	111	0.0	103	110	x	99	104	105
O=C(N[C@H](CO)Cc1ccccc1)c1ccco1	99	0.0	105	90	-1	102	97	91
CC(C)COc1ccc(C(=O)NCc2ccco2)cc1	99	0.0	110	100	6	98	101	96
COc1ccc(OCCCC(=O)N2CCCc3ccccc32)cc1	91	0.1	91	89	0	101	93	88
Cc1ccc(S(=O)(=O)N2CCN(C(=O)C3CCCCC3)CC2)cc1	98	0.0	97	103	-2	88	106	105
COc1ccc(CC2(CO)CCN(Cc3cccnc3)CC2)cc1	97	-0.1	99	101	-3	111	102	100
Nc1nc(-c2ccc3c(c2)CCCC3)c(CC(=O)O)s1	32*[may fluoresce violet]	0.0	91[may fluoresce violet]	30[may fluoresce violet]	x	102	719*[may fluoresce violet]	u
COc1ccc(S(=O)(=O)N2CCCC2C(=O)n2nc(C)cc2C)cc1 (stereo not drawn)	103	0.1	90	100	-2	100	107	109
O=C(N/N=C/C=C/c1ccccc1)c1cccc(Br)c1	99	-0.1	108	92	0	99	102	96
COC(=O)c1cccc(Cn2c(Cl)c(/C=N/NC(=O)c3ccccc3Cl)sc2=O)c1	99	-0.1	98	101	2	117	99	101
CCOC(=O)c1cnc(SCc2nc(N)nc(Nc3ccccc3OC)n2)nc1N	100	-0.1	105	106	3	93	106	98
CCC(C)c1ccccc1NC(=O)c1cccnc1 (stereo not drawn)	100	-0.2	104	101	1	106	102	99
CCC(C)/C(C)=N/NC(=O)CNS(=O)(=O)c1ccc([N+](=O)[O-])cc1 (stereo not drawn)	95	-0.1	100	102	6	109	100	96
CN1CCN(CC(=O)N2c3ccccc3Sc3ccccc32)CC1	101	0.0	117	120	-1	99	107	119
CCc1nc2ccccc2c(C(=O)OCC(=O)NC2CC2)c1C	97	0.1	104	97	3	102	99	97
Nc1nc(-c2ccccc2)cc(-c2ccccc2)n1	98	0.2	98	78	x	105	100	99
CSC(=S)N/N=C/c1c[nH]c2ccccc12	99	0.1	95	92	82*	108	102	100
CCOC(=O)c1sc(=NC(=O)c2ccc(S(=O)(=O)N3CC(C)OC(C)C3)cc2)n(C)c1C (stereo not drawn)	100	0.1	100	95	-1	107	105	97
O=C(NC(=S)Nc1cccc([N+](=O)[O-])c1)c1ccco1	100	-0.1	95	99	6	100	99	108
CCN(Cc1nc(-c2ccc(Cl)cc2)no1)CC1CCCO1 (stereo not drawn)	96	0.0	96	93	8	103	105	104
Cc1cc(C)nc(SCc2nnc(SCC(=O)Nc3ccc(C)c(C)c3)n2Cc2ccco2)n1	102	1.0*	87	106	46	98	99	x
CCCC(=O)Nc1sc2c(c1C(=O)Nc1ccccn1)CCCC2	95	0.0	107	90	16	95	95	82
O=C(CSc1nc2ccccc2c(=O)n1Cc1ccco1)NCCN1C(=O)CSC1=O	101	0.0	103	107	0	109	104	98
CCCn1nc(NS(=O)(=O)c2ccc(F)cc2)c2cc3ccccc3nc21	104	-0.4	110	122	3	87	100	116
COc1ccc(NC(=O)Cn2c3ccc(OC)cc3c3nc4n(c(=O)c32)CCS4)cc1	99	0.1	100	99	1	88	97	92
CCc1ccc(NC(=O)CS(=O)CC(=O)N2CCN(c3ccccc3F)CC2)cc1 (stereo not drawn)	106	0.5	98	100	-1	106	111	104
O=C(Nc1ccsc1C(=O)O)c1cccc(C(F)(F)F)c1	101	0.3	94	95	9	120	100	97
O=C(c1cc2cc(Cl)ccc2o1)N1CCCC1	102	0.2	105	97	-15	94	108	96

Other results follow.
SMILES	RPL19A-GFP yeast	Efflux pump mplx	LAP4-GFP MLPCN	AGP1-GFP MLPCN	AHR activator	Yeast superoxide	MEP2 TOR yeast	CIT2-GFP yeast
COc1ccc(-c2nc(C#N)c(NCc3ccco3)o2)cc1	102	-0.2	121	91	45	84	103	90
Cc1c(C(=O)N/N=C/c2cccnc2)nnn1-c1nonc1N	u	0.1	u	u	11	112	u	u
N#Cc1ccc(Oc2nc(Nc3ccc(F)cc3)nc(N3CCCC3)n2)cc1	98	-0.1	102	102	4	86	102	107
CCOC(=O)CN1C(=O)SC(CC(=O)Nc2nccs2)C1=O (stereo not drawn)	u	0.0	u	u	-2	102	u	u
Cc1cc(C)c(NC(=O)CN(C)CC(=O)N(C)CC(=O)Nc2c(Cl)cccc2Cl)c(C)c1	101	-0.1	100	101	0	81	100	99
O=C(CN1C(=O)C2CC=CCC2C1=O)OCCN1C(=O)c2ccccc2C1=O (stereo not drawn)	107	0.1	98	109	-1	98	101	99
COc1ccc(/C=N\NC(=O)C2CCCC2)cc1Br	104	0.0	93	96	-1	96	100	102
O=C(Oc1cccc(Nc2ncnc3ccccc23)c1)c1ccccc1Cl	91	0.0	111	96	5	104	107	85
CCn1nc(C(=O)NCC2COc3ccccc3O2)c2ccccc2c1=O (stereo not drawn)	95	-0.2	101	94	5	122	100	87
O=C(Nc1ccn(Cc2ccccc2F)n1)c1ccc(COc2ccc(Br)cc2)cc1	83	-0.1	86	91	12	92	92	92
CC(=O)c1c(-c2ccc(Cl)cc2Cl)noc1C	105	0.2	110	114	-1	96	106	101
COc1ccc(C(C)=O)cc1COc1ccccc1[N+](=O)[O-]	101	0.0	115	99	19	113	97	90
COC(=O)CCn1[nH]c(=O)c2ccccc2c1=O	105	-0.2	108	107	0	94	110	100
C/C=C/C(=O)Nc1cccc(C2=NOC3(C2)C[C@@H](C(N)=O)N(C(=O)c2cc([N+](=O)[O-])cc([N+](=O)[O-])c2)C3)c1 (stereo partly drawn)	95	0.0	129	90	0	104	90	119
Cc1ccc(NC(=S)N(CCN2CCOCC2)Cc2ccccc2F)cc1Cl	107	0.0	108	97	3	80	99	100
CCCNC(=O)c1onc(CSc2ccncc2)c1C(=O)NCCC	93	0.0	97	94	17	93	94	87
O=C(O)Cn1cnc2c(OCc3ccccc3)ncnc21	91	-0.3	90	92	-1	105	90	99
COc1ccc2c(c1)C(=O)N1[C@H]3c4cc(Cl)ccc4OC[C@@H]3[C@H](c3ccccc3)[C@]1(C)C(=O)N2	92	-0.4	101	92	1	114	93	83
COC(=O)c1ccc(-c2noc(CN(Cc3nccn3C)C(C)C)n2)cc1	107	0.0	101	103	1	108	98	110
Nc1ccc2c(c1)N=[N+]([O-])c1cc(N)ccc1C2	99	0.5	92	98	2	92	103	97
Cc1ccc(/C=N/NC(=O)Cn2nc(C)c(Br)c2C)o1	100	0.0	108	103	2	95	110	93
CCN(CC)C(=O)c1cnn(-c2ccccc2)c1NC(=O)c1ccco1	101	0.3	102	102	-1	94	105	103
CNc1ccc(C(=O)OCC(=O)NCc2ccc3c(c2)OCO3)cc1[N+](=O)[O-]	97	-0.1	97	100	0	93	96	94
